# Source: PubChem
# ASM inhibitor – blocks human secretory acid sphingomyelinase. 0.006% of 340,000 active. placental ASM, HMU-PC fluorogenic substrate, 60 min. Potency, µM (highest dose often 57.5 µM), for the others: at the highest dose activity change, negative = inhibition, most hits filed as inhibitors; note: potency is the fitted concentration of half-maximal effect
#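 Steps: dispense placental human ASM, pin compound, wait 10 min at room temperature, add HMU-PC0 substrate at 9 uM final, incubate 60 min at 37 °C, add stop solution raising pH to 10, read fluorescence.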
# Menin-MLL TR inh – inhibitors of human menin-MLL interaction, mutant MLL peptide | O00255 | Potency, µM (doses to about 61.6 µM), without a hit: at the highest dose FP activity change, negative = inhibition, most hits filed as inhibitors | 0.23% of 270,000 active | Menin + Texas Red MLL mutant peptide, fluorescence polarization; active = well fitted inhibition curve with a large enough effect in the polarisation, with a control signal flat, not every such curve was filed as active; inconclusive = small, poorly fitted or top-dose-only effect, or effect the other way, or a change in a side signal; inactive = no such curve, though single readings can be large or run the other way; the % refers to the polarisation; note: potency is the fitted concentration of half-maximal effect; % of control where 0% means no effect; many of its hits are not listed in these tables
# TSHR antagonist – human thyrotropin receptor antagonism; TSHR-expressing cells, TSH-stimulated cAMP HTRF, 2 h; active compounds read low; AID 504810; 0.2% of 330,000 active; activity change, negative = inhibition, % at 11.5 µM;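 active = activity change below a set negative limit, meaning inhibition stronger than a set level, cut at about -70% in these data; inconclusive = activity change between two set negative limits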; note: % is set by controls: 0 for no effect and ±100 for the full control effect
#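 Competitive HTRF cAMP read-out (cryptate anti-cAMP antibody, cAMP-d2; 30 min, room temperature) in freshly harvested TSHR cells. Compounds added before TSH at EC80 (4nM final), followed by 2 hours' incubation at 37 deg C.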
# TSG101-PTAP inh – blocks PTAP/TSG101 interaction to inhibit HIV-1 budding. AID 493005. Q99816. Fluorescence polarization, FITC-PTAP peptide / Tsg101 binding. Potency, µM (highest dose often 115 µM), for the others: at the top dose activity change, negative = inhibition, most hits filed as inhibitors. 340,000 tested, under 10 active; active = well fitted inhibition curve with a large enough effect in the main read-out, with a control signal flat, not every such curve was filed as active; inconclusive = small, poorly fitted or top-dose-only effect, or effect the other way, or a change in a side signal; inactive = no such curve, though single readings can be large or run the other way; note: potency is the fitted concentration of half-maximal effect; % of control where 0% means no effect
#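 Fluorescence anisotropy tracks displacement of a FITC-tagged PTAP peptide (50 nM) from the Tsg101 binding domain (10 uM), following a 20 min room-temperature incubation at pH 7.5.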
# AT treatment – candidate therapy for ataxia-telangiectasia; […] A-T fibroblasts, KAP-1 phosphorylation AlphaLISA; neocarzinostatin DNA damage 30 min before lysis; Potency, µM (highest dose often 57.5 µM), inactives show top-dose activation, actives largely listed as activators; 0.19% of 320,000 active; note: potency is the fitted concentration of half-maximal effect; % of control where 0% means no effect; nearly all actives have a fitted effect of over 45% in size
#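 ATM-like activity read as KAP-1 phosphorylation via AlphaLISA donor/acceptor antibody pairs after lysis and 6 hr at 25C. Cells were ATM-null patient fibroblasts ([…], hTERT), dosed 60 min, then exposed to the DSB inducer NCS for 30 min.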
# TCR act – activators of T cell receptors. primary human leukocytes, anti-CD3, IL-2 HTRF, 48 h. Potency, µM (top dose mostly 9.22 µM), for the others: at the top dose activation of IL-2 secretion, most hits filed as activators. 330,000 tested, under 10 active. AID 504894; note: % of control where 0% means no effect
#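 1) Mix primary human leukocytes, a-CD3 beads and compound. 2) Incubate 48 hr. 3) Add HTRF IL-2 reagents (a-IL-2-K, a-IL-2-d2).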
# MBNL1-CUG inh – MBNL1-poly(CUG) RNA binding inhibition | TR-FRET MBNL1-His/biotin-(CUG)12 binding, 665/545 ratio | Potency, µM (series often up to 57.5 µM), for the others: at the highest dose activity change, negative = inhibition, most hits filed as inhibitors | AID 2675 | 0.036% of 280,000 active; active = well fitted inhibition curve with a large enough effect in the signal ratio, with a control signal flat, not every such curve was filed as active; inconclusive = small, poorly fitted or top-dose-only effect, or effect the other way, or a change in a side signal; inactive = no such curve, though single readings can be large or run the other way; the % refers to the signal ratio; note: potency is the fitted concentration of half-maximal effect; % is set by controls: 0 for no effect and ±100 for the full control effect
#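 MBNL1-His + Biotin-(CUG)12, cpd titration 92 nM–58 uM; Tb anti-His Ab 0.055 ng/ul, SA-XL665 5 nM (final); 60 min RT; ratiometric 665/545 nm, Ex 340 nm; normalized to buffer and full-complex controls.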
# Mito fusion act – blocks mitochondrial division or promotes mitochondrial fusion | S. cerevisiae fusion-defective mutant growth rescue, CellTiterGlo 48 h | Potency, µM (highest dose often 46.1 µM), for inactives: at the top dose growth rescue (activation), most hits filed as activators | 0.23% of 320,000 active;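 note: potency is the fitted concentration of half-maximal effect; % of control where 0% means no effect; nearly all actives have a fitted effect of over 45% in size; temperature-sensitive fusion mutants such as fzo1-1 at 37 °C on non-fermentable ethanol glycerol medium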
#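 Yeast fusion mutant, YPEG (non-fermentable carbon), compound, 48 h at 37C non-permissive; CellTiterGlo added, 10 min RT, luminescence read. Rescued growth = division inhibition.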
# Integrin act MD – integrin-mediated muscular dystrophy alleviation activation. alpha7betagal myoblasts, beta-gal FDG fluorescence, 48 h. Potency, µM (titrated, usually from 38.3 µM), for inactives: top-dose activation, hits mostly activators. 0.064% of 350,000 active. AID 624291;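 note: potency is the fitted concentration of half-maximal effect; 100% = response of the positive control SU9516; nearly all actives have a fitted effect of over 60% in size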
#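 Alpha7betagal+/- myoblasts (passage 13) were plated 16-24 hr, then exposed to compounds (1:260 dilution of DMSO stock) for 48 hours at 37C. After MPER lysis, β-galactosidase reporter activity was read as FDG fluorescence (ex 480/em 540) after 30 minutes.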
# CXXC DNA block – blocks binding of human MLL CXXC domain to DNA | MLL-CXXC / FITC-HOXA9 DNA fluorescence polarization | Potency, µM (titrated, usually from 115 µM), without a hit: top-dose activity change, negative = inhibition, actives largely listed as inhibitors | 0.037% of 290,000 active | AID 2662; active = well fitted inhibition curve with a large enough effect in the polarisation, with a control signal flat, not every such curve was filed as active; inconclusive = small, poorly fitted or top-dose-only effect, or effect the other way, or a change in a side signal; inactive = no such curve, though single readings can be large or run the other way; the % refers to the polarisation; note: potency is the fitted concentration of half-maximal effect
# Target sequence (Q03164 whole entry, looked up, the tested form may be a part): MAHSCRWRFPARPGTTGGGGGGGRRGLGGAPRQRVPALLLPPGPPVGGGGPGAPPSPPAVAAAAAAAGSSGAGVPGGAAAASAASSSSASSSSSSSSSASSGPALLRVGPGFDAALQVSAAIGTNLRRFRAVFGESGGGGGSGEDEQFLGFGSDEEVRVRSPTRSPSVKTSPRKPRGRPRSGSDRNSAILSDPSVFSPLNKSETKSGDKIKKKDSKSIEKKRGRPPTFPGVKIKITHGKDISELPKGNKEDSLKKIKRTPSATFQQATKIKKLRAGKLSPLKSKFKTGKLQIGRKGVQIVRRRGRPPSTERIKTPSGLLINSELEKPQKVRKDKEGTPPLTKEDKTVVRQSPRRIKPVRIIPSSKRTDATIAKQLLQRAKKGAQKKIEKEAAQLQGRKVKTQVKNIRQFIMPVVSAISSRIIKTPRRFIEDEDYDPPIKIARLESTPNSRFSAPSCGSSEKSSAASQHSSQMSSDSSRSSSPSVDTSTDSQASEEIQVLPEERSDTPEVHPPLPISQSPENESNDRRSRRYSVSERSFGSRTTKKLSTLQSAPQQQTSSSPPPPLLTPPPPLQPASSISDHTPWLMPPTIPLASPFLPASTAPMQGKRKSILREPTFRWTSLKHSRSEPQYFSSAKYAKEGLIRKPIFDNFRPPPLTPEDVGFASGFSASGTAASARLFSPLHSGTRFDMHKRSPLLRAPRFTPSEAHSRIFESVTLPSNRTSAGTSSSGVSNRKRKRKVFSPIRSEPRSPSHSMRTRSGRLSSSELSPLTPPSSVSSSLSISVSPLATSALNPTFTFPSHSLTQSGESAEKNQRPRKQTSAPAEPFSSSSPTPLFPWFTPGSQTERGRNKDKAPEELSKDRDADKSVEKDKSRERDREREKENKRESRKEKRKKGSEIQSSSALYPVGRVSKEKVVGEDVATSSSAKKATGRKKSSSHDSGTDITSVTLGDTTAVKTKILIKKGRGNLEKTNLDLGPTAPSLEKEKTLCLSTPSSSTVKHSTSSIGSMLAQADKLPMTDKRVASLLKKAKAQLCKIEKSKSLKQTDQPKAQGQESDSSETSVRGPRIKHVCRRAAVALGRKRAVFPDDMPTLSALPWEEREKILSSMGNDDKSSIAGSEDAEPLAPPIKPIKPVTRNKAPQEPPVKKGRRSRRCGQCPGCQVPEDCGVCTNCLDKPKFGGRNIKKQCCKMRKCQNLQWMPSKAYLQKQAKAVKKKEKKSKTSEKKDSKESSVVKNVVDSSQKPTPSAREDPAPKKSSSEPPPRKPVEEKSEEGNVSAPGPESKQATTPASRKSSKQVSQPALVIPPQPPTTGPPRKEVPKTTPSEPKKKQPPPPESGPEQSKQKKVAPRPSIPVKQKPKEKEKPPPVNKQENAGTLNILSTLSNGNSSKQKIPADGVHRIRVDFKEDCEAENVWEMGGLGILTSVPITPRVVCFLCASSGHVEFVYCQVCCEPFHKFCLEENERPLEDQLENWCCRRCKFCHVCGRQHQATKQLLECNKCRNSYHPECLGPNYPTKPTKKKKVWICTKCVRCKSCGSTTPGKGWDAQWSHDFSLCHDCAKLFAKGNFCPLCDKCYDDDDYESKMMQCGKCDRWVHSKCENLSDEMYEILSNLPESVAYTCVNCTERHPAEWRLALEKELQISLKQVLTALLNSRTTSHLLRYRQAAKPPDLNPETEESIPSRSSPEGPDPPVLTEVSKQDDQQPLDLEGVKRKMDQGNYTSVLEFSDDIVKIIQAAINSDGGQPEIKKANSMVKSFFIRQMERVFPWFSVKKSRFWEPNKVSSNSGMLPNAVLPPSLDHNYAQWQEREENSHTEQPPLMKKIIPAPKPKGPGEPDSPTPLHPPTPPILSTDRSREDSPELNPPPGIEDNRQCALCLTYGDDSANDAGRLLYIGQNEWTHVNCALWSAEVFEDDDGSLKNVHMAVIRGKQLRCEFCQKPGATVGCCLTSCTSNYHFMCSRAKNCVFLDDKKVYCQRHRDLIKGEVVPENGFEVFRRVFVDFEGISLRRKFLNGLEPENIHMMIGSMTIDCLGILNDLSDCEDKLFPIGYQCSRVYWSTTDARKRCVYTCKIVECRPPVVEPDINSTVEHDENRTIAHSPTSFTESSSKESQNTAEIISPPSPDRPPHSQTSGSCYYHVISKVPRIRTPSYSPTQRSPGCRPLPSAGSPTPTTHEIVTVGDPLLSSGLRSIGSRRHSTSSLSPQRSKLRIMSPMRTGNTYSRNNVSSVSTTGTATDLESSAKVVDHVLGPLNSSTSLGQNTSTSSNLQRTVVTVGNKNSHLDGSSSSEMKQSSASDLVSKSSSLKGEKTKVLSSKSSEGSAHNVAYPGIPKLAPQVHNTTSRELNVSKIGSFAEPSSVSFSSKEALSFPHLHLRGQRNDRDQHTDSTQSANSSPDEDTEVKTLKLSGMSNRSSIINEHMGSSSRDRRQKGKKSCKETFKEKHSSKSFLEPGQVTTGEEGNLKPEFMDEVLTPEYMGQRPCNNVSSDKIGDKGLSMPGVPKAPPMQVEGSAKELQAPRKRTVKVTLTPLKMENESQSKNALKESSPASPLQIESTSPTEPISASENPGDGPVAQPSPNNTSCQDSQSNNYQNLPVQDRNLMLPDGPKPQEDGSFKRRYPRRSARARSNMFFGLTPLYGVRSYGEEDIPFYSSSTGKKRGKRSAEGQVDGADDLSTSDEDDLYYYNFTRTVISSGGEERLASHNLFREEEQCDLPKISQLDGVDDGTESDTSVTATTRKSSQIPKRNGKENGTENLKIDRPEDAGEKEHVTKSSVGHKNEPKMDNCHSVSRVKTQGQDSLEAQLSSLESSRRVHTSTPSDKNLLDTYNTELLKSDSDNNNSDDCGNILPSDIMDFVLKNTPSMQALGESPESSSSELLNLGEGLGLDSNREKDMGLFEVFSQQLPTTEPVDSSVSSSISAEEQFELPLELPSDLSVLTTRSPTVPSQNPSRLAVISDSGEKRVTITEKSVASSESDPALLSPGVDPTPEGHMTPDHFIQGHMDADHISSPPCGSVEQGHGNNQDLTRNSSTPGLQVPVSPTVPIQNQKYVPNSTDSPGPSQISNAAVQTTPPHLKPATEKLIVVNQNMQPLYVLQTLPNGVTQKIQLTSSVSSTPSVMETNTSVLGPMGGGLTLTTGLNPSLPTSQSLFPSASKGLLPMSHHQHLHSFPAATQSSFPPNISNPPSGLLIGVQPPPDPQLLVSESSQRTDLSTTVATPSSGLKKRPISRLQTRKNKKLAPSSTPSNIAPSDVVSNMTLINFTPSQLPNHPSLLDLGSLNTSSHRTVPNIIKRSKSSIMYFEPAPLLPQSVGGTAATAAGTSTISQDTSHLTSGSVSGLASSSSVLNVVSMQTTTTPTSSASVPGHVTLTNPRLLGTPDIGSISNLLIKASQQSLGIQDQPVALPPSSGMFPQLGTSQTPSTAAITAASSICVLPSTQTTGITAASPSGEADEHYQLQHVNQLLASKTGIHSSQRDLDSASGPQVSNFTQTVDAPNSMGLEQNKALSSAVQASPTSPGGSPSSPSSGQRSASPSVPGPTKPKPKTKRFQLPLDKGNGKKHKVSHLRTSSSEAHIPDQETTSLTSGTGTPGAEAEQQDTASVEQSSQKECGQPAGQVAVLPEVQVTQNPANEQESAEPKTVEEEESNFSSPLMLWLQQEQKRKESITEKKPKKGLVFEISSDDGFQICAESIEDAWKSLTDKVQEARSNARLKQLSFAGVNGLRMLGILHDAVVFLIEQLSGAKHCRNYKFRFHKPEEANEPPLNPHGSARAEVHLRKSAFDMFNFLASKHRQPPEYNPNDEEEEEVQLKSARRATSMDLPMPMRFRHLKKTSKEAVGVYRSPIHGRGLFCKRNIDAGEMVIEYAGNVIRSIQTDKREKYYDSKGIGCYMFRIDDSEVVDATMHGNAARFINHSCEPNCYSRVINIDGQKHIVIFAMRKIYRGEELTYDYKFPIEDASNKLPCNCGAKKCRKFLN
#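 Purified MLL-CXXC (added from a 7 uM solution) was preincubated 5 min at ambient with pinned compounds in 50 mM Tris-HCl pH 7.5, 50 mM NaCl, 1 mM DTT, 0.05% BSA. Fluorescein-labeled HOX-A9 DNA (50 nM solution) followed, 30 min, then polarization read.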
# * = called active by the depositor; ? = inconclusive; . = no result given; & = joins results of further samples; [ ] = remark or other dose. Unless noted, calls come from the whole dose curve; as a rule, active = well fitted curve in the direction sought with a large enough effect; inconclusive = small, poorly fitted or top-dose-only effect, or another doubt; inactive = no such curve, though single readings can be large; an effect the other way counts as inactive or inconclusive.
SMILES,ASM inhibitor,Menin-MLL TR inh,TSHR antagonist,TSG101-PTAP inh,AT treatment,TCR act,MBNL1-CUG inh,Mito fusion act,Integrin act MD,CXXC DNA block
COc1cccc2cc(C(=O)Oc3ccccc3)c(=O)oc12,-3%,-6%,-13,-1%,9%,3%,?,-2%,0%,-24%
NC(=O)CCS(=O)(=O)c1ccccc1,4%,5%,-10,-9%,-6%,0%,8%,-1%,14%,-9%
O=C(Nc1ccc(F)cc1)c1cc(S(=O)(=O)N2CCCCC2)ccc1F,-3%,-8%,-8,-2%,12%,-4%,5%,-16%,7%,2%
CC(=O)c1c(-c2ccccc2)c2ccccc2[nH]c1=O,1%,-16%,-7,0%,4%,3%,8%,5%,-7%,-12%
COc1ccc(C(=O)NCC(=O)OCC(=O)NC2CCCCCC2)cc1OC,-2%,.,.,-3%,-2%,0%,.,.,-27%,.
Brc1cccc(Nc2nc(-c3cccnc3)cs2)c1,-11%,?,0,-2%,4%,.,6%,-5%,-15%,18%
COc1ccc(NC(=O)COc2ccccc2F)cc1S(=O)(=O)N1CCCCC1,0%,.,12,1%,16%,2%,0%,1%,17%,-3%
N#C/C(=N\O)c1nc(-c2ccccc2)cs1,1%&6%,?,0&3,-2%&-3%,7%&-1%,4%&10%,?,14%&5%,16%&18%,-3%&-4%
COc1ccc(NC(=O)C(=O)NCC(=O)Nc2cccc(C(F)(F)F)c2)cc1,-2%,19%,-1,0%,-1%,1%,-4%,5%,20%,-3%
Cc1ccc(CN2CCN(c3ccccc3Cl)CC2)o1,2%,.,.,-6%,.,-1%,.,.,-12%,.
COc1ccc(S(=O)(=O)NCCSC(C)(C)C)c(Cl)c1Cl,-2%,.,1,-8%,12%,2%,-5%,1%,11%,8%
C=CC[C@@H](CC(=O)N[C@H](CO)Cc1ccccc1)C(=O)N[C@H](C)COC(=O)[C@@H](CC=C)CC(=O)OC(C)(C)C,2%,.,7,.,3%,0%,.,.,0%,.
Cc1ccccc1-c1ccc(=O)n(CC(=O)Nc2ccc(-n3cnnn3)cc2)n1,-2%,.,-3,1%,-13%,-13%,0%,-14%,6%,7%
COC(=O)c1c(C)[nH]c(C(=O)C(C)OC(=O)C2CC2C)c1C (stereo not drawn),1%,.,2,-2%,0%,-2%,.,16%,19%,.
O=C(O)c1ccc(COc2ccc(Cl)cc2)o1,7%,-4%,7,-10%,5%,4%,-1%,0%,6%,5%
CC(=O)c1ccc(NC(=O)COc2ccccc2C(=O)Nc2ccc(C)cn2)cc1,3%,-12%,9,0%,2%,-6%,59%[activator],0%,3%,9%
COc1ccc(COC(=O)Nc2c(SC)nsc2SC)cc1,0%,-5%,7,-3%,-2%,-1%,-3%,2%,22%,-1%
CCOc1ccccc1Nc1nnc(SC(C)C(=O)Nc2nc(-c3ccccc3)cs2)s1 (stereo not drawn),-3%,-6%,8,-1%,-14%,0%[46.1 µM],0%,4%,-3%,6%
Cc1cc(C)n2nc(C(=O)OCC(=O)N(CC(C)C)CC(C)C)nc2n1,7%,-7%,-12,-10%,0%,-5%,-1%,-2%,3%,-2%
O=C(Nc1ccc(OCC(=O)N2CCN(S(=O)(=O)c3ccccc3)CC2)cc1)c1ccco1,0%,-11%,-7,-1%,-6%,-7%,-2%,1%,-2%,-3%
COc1ccc(OC)c(C2/C(=C(\O)c3ccc(OC)c(Cl)c3)C(=O)C(=O)N2CCN(C)C)c1 (stereo not drawn),-2%,-10%,9,0%,2%,-1%,16%,-8%,2%,-8%
O=C(CCNS(=O)(=O)c1ccc(F)c(Cl)c1)NCc1ccccc1F,9%,.,-5,-2%,0%,-4%,.,.,-16%,.
COCC1CCN(C(=O)c2cc(COc3ccc(OC)c4ccccc34)on2)C1 (stereo not drawn),-3%,.,.,-2%,.,-3%,.,.,1%,.
COc1nccc(C(F)(F)F)c1C(=O)NC(=O)Nc1ccccc1,-1%,.,-7,-1%,16%,-2%,.,8%,-2%,1%
O=C(Cn1nc(C(=O)O)c2ccccc2c1=O)Nc1ccc(Cl)c(S(=O)(=O)N2CCOCC2)c1,-9%,.,-10,0%,2%,0%,.,.,15%,.

# Single records (already shown). Order of screens: ASM inhibitor | Menin-MLL TR inh | TSHR antagonist | TSG101-PTAP inh | AT treatment | TCR act | MBNL1-CUG inh | Mito fusion act | Integrin act MD | CXXC DNA block
# Shown for COc1ccc(S(=O)(=O)NCCSC(C)(C)C)c(Cl)c1Cl → -2% | . | 1 | -8% | 12% | 2% | -5% | 1% | 11% | 8%
# Shown for CC(=O)c1c(-c2ccccc2)c2ccccc2[nH]c1=O → 1% | -16% | -7 | 0% | 4% | 3% | 8% | 5% | -7% | -12%

# Next part:
SMILES,ASM inhibitor,Menin-MLL TR inh,TSHR antagonist,TSG101-PTAP inh,AT treatment,TCR act,MBNL1-CUG inh,Mito fusion act,Integrin act MD,CXXC DNA block
CN(CC(=O)Nc1ccc(Cl)c(C(F)(F)F)c1)C(=O)c1cccs1,-6%,.,-33,-4%,5%,-9%,.,11%,5%,.
Cc1ccc(C)c(NC(=S)N2CCCC2)c1,5%,20%,-1,-4%,11%,4%,-3%,-6%,4%,-9%
O=C(Cn1nnc2ccccc21)NC1CCCCC1,2%,-9%,-4,-6%,7%,.,-6%,0%,13%,2%
O=C(NCc1ccc(Cl)s1)C1CCC(=O)N(CCc2ccccn2)C1 (stereo not drawn),3%,0%,7,-3%,3%,8%,3%,0%,-15%,40%[activator]
COc1cccc(OCCn2cc(C(=O)c3ccco3)c3ccccc32)c1,?,1%,59,-1%,-1%,-3%,9%,26%,-42%,1%
O=C(NCc1cccnc1)C(C(=O)c1ccc(F)cc1)n1ccccc1=O (stereo not drawn),3%,13%,0,-1%,0%,-3%,3%,-2%,35%[7.66 µM],-2%
O=C(NC(=S)NNS(=O)(=O)c1ccccc1)c1ccccc1[N+](=O)[O-],5%,0%,22,-1%,1%,9%,.,6%,-19%,23%
N/C(CCCN1CCCCC1)=N/O,-1%,-23%,-9,-3%,1%,8%,-3%,-1%,2%,4%
Cc1cc(N2C(=O)Cc3ccccc3C2=O)ccc1C(C)C,26%,30%,1,-5%,6%,5%,2%,3%,?,0%
Cc1ccc(S(=O)(=O)N2CCOCC2)cc1C(=O)NC1CCCCCC1,0%,0%,-9,0%,1%,.,-4%,-1%,25%,2%
COc1ccc(NC2CCCN(C(=O)c3cccc(C)n3)C2)cc1OC (stereo not drawn),-5%,.,1,3%,-5%,5%,1%,-1%,3%,13%
COc1ccc2[nH]c(=O)c(C(=O)O)cc2c1,397%[activator],5%,8,-2%,0%,3%,-1%,-4%,7%,3%
OCC[C@@H]1C[C@H](O)[C@@H](O)[C@@]2(OCc3ccccc32)O1,1%,5%,11,-4%,1%,6%,-1%,4%,3%,2%
O=C(CN1C(=O)c2ccccc2C1=O)Nc1ccc(S(=O)(=O)NCC2CCCO2)cc1 (stereo not drawn),-1%,10%,9,-8%,2%,-7%,1%,-5%,22%,-3%
Cc1cc(OCC(=O)N(Cc2ccco2)c2c(N)n(Cc3ccccc3)c(=O)[nH]c2=O)ccc1Cl,8%,.,-9,-4%,5%,.,.,-1%,-39%,.
O=C(O)COc1ccccc1C(Nc1cccnc1)c1cc(Cl)c2cccnc2c1O (stereo not drawn),?,?,-3,-9%,-2%,-1%,23%,3%,-16%,?
CCc1ccccc1NC(=O)CSc1nnc(-c2ccco2)n1N,4%,4%,-2,-3%,2%,-1%,-5%,3%,15%,4%
CN(Cc1ccc2c(c1)OCCO2)C(=O)CSc1ncnc2sccc12,-2%,.,.,-1%,-1%,-3%,.,.,1%,.
NS(=O)(=O)c1cccc(NC(=O)COC(=O)Cc2ccc(Cl)cc2)c1,-2%,7%,-5,-1%,8%,2%,-9%,0%,30%,-1%

# 6 compounds from above, showing only Menin-MLL TR inh, TSG101-PTAP inh and Mito fusion act.
structure,Menin-MLL TR inh,TSG101-PTAP inh,Mito fusion act
COc1ccc(NC2CCCN(C(=O)c3cccc(C)n3)C2)cc1OC (stereo not drawn),.,3%,-1%
CN(Cc1ccc2c(c1)OCCO2)C(=O)CSc1ncnc2sccc12,.,-1%,.
O=C(Cn1nnc2ccccc21)NC1CCCCC1,-9%,-6%,0%
Cc1cc(N2C(=O)Cc3ccccc3C2=O)ccc1C(C)C,30%,-5%,3%
NS(=O)(=O)c1cccc(NC(=O)COC(=O)Cc2ccc(Cl)cc2)c1,7%,-1%,0%
Cc1ccc(S(=O)(=O)N2CCOCC2)cc1C(=O)NC1CCCCCC1,0%,0%,-1%

# A portion of the library; count on the stated rates, not on these rows.
